Pf growth 96h – Primary qHTS for delayed death inhibitors of the malarial parasite plastid, 96 hour incubation; P. falciparum luciferase reporter growth, 96 h; Potency, µM (highest dose often 28.7 µM), inactives show at the top dose activity change, negative = inhibition, hits mostly inhibitors; hit rate 6.9% among 320,000; AID 504834, 2011; note: potency is the fitted concentration of half-maximal effect; % is set by controls: 0 for no effect and ±100 for the full control effect
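P. falciparum expressing integrated firefly luciferase grown in erythrocytes (2% hematocrit, 0.05% parasitemia final) with compounds for 96 hours at 37 C, 5% CO2. Growth inhibition read as loss of luminescence after adding luciferase detection reagent.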
CHX counter – Cycloheximide Counterscreen for Small Molecule Inhibitors of Shiga Toxin; cell reporter, cycloheximide protein synthesis inhibition counterscreen; max response, %; hit rate 12% among 300,000; AID 2314, 2010; in the data active = max response mostly above about 13%, no sharp cut-off; inactive = mostly below about 14%; note: read at 38.3 µM for the half of the compounds with a filed dose; 0% is about no effect
Tb PYK inh – qHTS of Trypanosoma Brucei Inhibitors | AID 624173, 2012 | pyruvate kinase (Trypanosoma brucei), Q57TT1 | hit rate 0.12% among 410,000 | TbPYK enzyme, Kinase-Glo Plus ATP luminescence, 45 min | Potency, µM (series often up to 76.8 µM), for the others: at the top dose activity, negative = inhibition, usual class: inhibitors; note: potency is the fitted concentration of half-maximal effect; % is set by controls: 0 for no effect and ±100 for the full control effect; nearly all actives have a fitted effect of over 50% in size
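In this concentration-response screen, enzyme-free wells defined baseline while DMSO plates tracked drift. Each reaction combined TbPYK, substrate, compound and 130 uM ADP for 45 min at room temperature. Kinase-Glo Plus luminescence gave the signal.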
HCV inhibitor – qHTS Assay for Inhibitors of Hepatitis C Virus (HCV) | hit rate 3.4% among 340,000 | Potency, µM (series often up to 41.8 µM), for the others: at the highest dose activity change, negative = inhibition, hits mostly inhibitors | Huh7.5.1 HCVcc-Cre infection, luciferase reporter, 44 h | AID 651820, 2012; note: potency is the fitted concentration of half-maximal effect; % is set by controls: 0 for no effect and ±100 for the full control effect
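Compounds are dispensed onto cells plated 4 h earlier at 1,000 per well, with HCVcc-Cre virus (about 0.5 moi) added next. Following 44 h of culture, luminescent signal is measured for 15 sec after 15 min with substrate at room temperature.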
Shiga inhibitor – A qHTS for Small Molecule Inhibitors of Shiga Toxin; Vero cells, Shiga toxin protein synthesis inhibition reporter; hit rate 9.2% among 290,000; AID 2315, 2010; inhibition, % at 38.7 µM; in the data active = inhibition mostly above about 28%, no sharp cut-off; inactive = mostly below about 43%; note: 0% is about no effect
LmPK inh – qHTS Assay for Inhibitors of Leishmania Mexicana Pyruvate Kinase (LmPK); Potency, µM (titrated, usually from 57.5 µM), without a hit: at the top dose activity change, negative = inhibition, actives largely listed as inhibitors; purified LmPK, Kinase-Glo ATP luminescence, 1 h; AID 1721, 2009; Q27686; hit rate 0.37% among 290,000; note: potency is the fitted concentration of half-maximal effect; % is set by controls: 0 for no effect and ±100 for the full control effect
Target sequence (Q27686 whole entry, looked up): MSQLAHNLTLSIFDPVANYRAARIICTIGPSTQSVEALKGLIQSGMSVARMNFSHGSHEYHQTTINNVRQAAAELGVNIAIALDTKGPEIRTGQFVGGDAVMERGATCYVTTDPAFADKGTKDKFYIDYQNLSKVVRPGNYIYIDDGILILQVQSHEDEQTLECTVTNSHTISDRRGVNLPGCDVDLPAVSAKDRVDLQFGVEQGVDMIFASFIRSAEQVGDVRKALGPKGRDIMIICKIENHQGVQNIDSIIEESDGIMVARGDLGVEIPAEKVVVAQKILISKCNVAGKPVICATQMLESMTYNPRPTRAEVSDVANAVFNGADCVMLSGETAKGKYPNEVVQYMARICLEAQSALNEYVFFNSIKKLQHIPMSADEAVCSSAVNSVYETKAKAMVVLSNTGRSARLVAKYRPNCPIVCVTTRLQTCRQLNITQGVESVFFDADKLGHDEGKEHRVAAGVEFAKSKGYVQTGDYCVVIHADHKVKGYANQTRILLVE
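0.1 nM LmPK, 0.5 mM PEP, 0.1 mM ADP; 50 mM imidazole pH 7.2, 7 mM MgCl2, 50 mM KCl; 1 h RT. Kinase-Glo luminescence readout, normalized to no-enzyme (full inhibition) and uninhibited wells.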
Pf growth 48h – Primary qHTS for delayed death inhibitors of the malarial parasite plastid, 48 hour incubation | hit rate 5.9% among 310,000 | Potency, µM (highest dose often 28.7 µM), inactives show at the highest dose activity change, negative = inhibition, usual class: inhibitors | AID 504832, 2011 | P. falciparum luciferase growth in erythrocytes, 48 h; note: potency is the fitted concentration of half-maximal effect; % is set by controls: 0 for no effect and ±100 for the full control effect
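First compound was added to culture medium, then infected red cells at 0.1% parasitemia and 2% hematocrit (final). After incubation at 37 C under 5% CO2, luciferase detection reagent was dispensed and light output recorded.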
The depositor's hits bear a star; ? = inconclusive; . = no result given; & = joins results of further samples; [ ] = another dose, or the depositor's remark. Unless noted, calls come from the whole dose curve; as a rule, active = well fitted curve in the direction sought with a large enough effect; inconclusive = small, poorly fitted or top-dose-only effect, or another doubt; inactive = no such curve, though single readings can be large; an effect the other way counts as inactive or inconclusive.

SMILES	Pf growth 96h	CHX counter	Tb PYK inh	HCV inhibitor	Shiga inhibitor	LmPK inh	Pf growth 48h
O=CNNC(=O)c1cccc([N+](=O)[O-])c1	59%[activator]	-1	-3%	-4%	-12	2%	32%[activator]
CC(=O)Nc1ccc(-c2nnn(CC(=O)c3ccccc3)n2)cc1Cl	?	-2	0%	-15%	14	2%	?
COc1cccc(-n2c(SCC(=O)N3CCOCC3)nnc2-c2c[nH]c3ccccc23)c1	10µM*	-7	6%	11%	-20	18%	.
CCC(C)(C)NC(=O)C(c1ccccn1)N(C(=O)c1csnn1)c1ccccc1 (stereo unspecified)	2%	-3	0%	9%	-3	1%	1%
Cc1ccc(-n2nc3c(N4CCC(C(=O)NCc5cccc(F)c5)CC4)nnc(C)c3c2C)cc1	4.1µM*	-3	13%	-2%	-2	8%	?
O=C(NNC(=O)c1cc2cc(OC(F)(F)F)ccc2[nH]1)c1ccc(Cl)cc1	8%	-2	4%	-2%	-13	10%	3%
COCCn1cnc2c1c(=O)n(Cc1ccc(Br)cc1)c(=O)n2Cc1ccccc1	?	-2	8%	?	16	-1%	?
CN(C)c1ccc(NC(=O)Cn2cc3c(n2)CCCC3)cc1	?	56*	-20%	-15%	72*	-1%	?
Cc1csc(NC(=O)CSc2nc3[nH]ncc3c(=O)[nH]2)n1	?	-3	-25%	-1%	-5	3%	18%
Cc1cccc(NC(=O)c2snc3c(=O)[nH]cnc23)c1	6.6µM*	-3	.	.	30	-2%	11%
Cc1ccccc1CNC(=O)Cn1ccc2cc(S(=O)(=O)N3CCCCCC3)ccc21	4%	6	2%	?	27	5%	?
Cc1ccccc1N(C(=O)Cc1ccsc1)C(C(=O)NC1CCCCC1)c1ccc(F)cc1 (stereo unspecified)	?	-2	3%	1%	-14	6%	1%
O=C(CCCN1C(=O)S/C(=C/C=C/c2ccccc2)C1=O)Nc1ccc(C(=O)O)cc1	?	-4	3%	3%	-25	-10%	-9%
Fc1ccc(OCc2nc(-c3ccc(Br)o3)no2)c(F)c1	?	18*	0%	?	62*	-6%	.
COc1ccc(S(=O)(=O)NNC(=O)c2cc3cc4ccccc4nc3s2)cc1	-2%	8	0%	5%	3	4%	?
COc1ccccc1N1CCN(C2CCN(C(=O)c3cc(OC)c(OC)c(OC)c3)CC2)CC1	-2%[5.75 µM]	-1	0%	15%	-15	-12%	-24%
CCC(=O)N1CCc2cc(S(=O)(=O)NC(C(=O)NCc3ccc(F)cc3)C(C)C)ccc21 (stereo unspecified)	?	-5	-9%	-3%	7	-6%	?
O=C(C[n+]1ccc(Cc2ccccc2)cc1)Nc1ccc([N+](=O)[O-])cc1Cl	12%	-3	-7%	-29%	-23	-8%	-30%
Nc1ccc(NC(=O)NC2CCCCC2)cc1	-5%	38*	-7%	12%	61*	-1%	84%[activator]
N#Cc1nc(COc2ccccc2)oc1N1CCOCC1	?	9	4%	?	7	-1%	8%
Cc1cccc(OCC(=O)Nc2c3c(nn2C(C)(C)C)CS(=O)(=O)C3)c1	18%	-1	0%	-1%	19	1%	40%[activator]
CCC(Sc1nc2ccccc2[nH]1)C(=O)Nc1cc(C)on1 (stereo unspecified)	134%[activator]	6	-1%	?	27	7%	-6%
O=C(O)c1ccc2cc[nH]c2c1	7%	-4	3%	4%	-15	-4%	11%
COc1ccccc1-c1nn2c(C(F)(F)F)nnc2s1	?	-1	-13%	-2%	-4	3%	8%
COc1cccc(NC(=O)N2CCN(C(=O)C(Cc3ccc(OC)c(OC)c3)NC(C)=O)CC2)c1 (stereo unspecified)	40%[activator]	-2	7%	12%	3	2%	-3%
CCc1ccc(S(=O)(=O)Nc2cc3c(cc2C)n(C)c(=O)n3C)cc1	?	-2	-1%	?	-4	3%	-30%
CCOC(=O)c1c(C)[nH]c(C)c1C(=O)CSc1nc2ccccc2n1CC	?	1	13%	?	-11	0%	14%
CN(CC(=O)Nc1ccc(Cl)c(C(F)(F)F)c1)C(=O)/C=C/c1cccs1	?	.	0%	-19%	.	.	?
COc1ccc(CCNC(=O)CSc2nc(C)nc3c2c(=O)n(C)c(=O)n3C)cc1OC	?	-3	-2%	?	-5	0%	10%
CC(OC(=O)c1ccc(Cl)c(S(N)(=O)=O)c1)C(=O)NCC1CCCCC1 (stereo unspecified)	0%	.	3%	?	.	.	2%

Gathered by group, those above containing a Cl atom
SMILES	Pf growth 96h	CHX counter	Tb PYK inh	HCV inhibitor	Shiga inhibitor	LmPK inh	Pf growth 48h
CC(=O)Nc1ccc(-c2nnn(CC(=O)c3ccccc3)n2)cc1Cl	?	-2	0%	-15%	14	2%	?
O=C(NNC(=O)c1cc2cc(OC(F)(F)F)ccc2[nH]1)c1ccc(Cl)cc1	8%	-2	4%	-2%	-13	10%	3%
O=C(C[n+]1ccc(Cc2ccccc2)cc1)Nc1ccc([N+](=O)[O-])cc1Cl	12%	-3	-7%	-29%	-23	-8%	-30%
CN(CC(=O)Nc1ccc(Cl)c(C(F)(F)F)c1)C(=O)/C=C/c1cccs1	?	.	0%	-19%	.	.	?
CC(OC(=O)c1ccc(Cl)c(S(N)(=O)=O)c1)C(=O)NCC1CCCCC1 (stereo unspecified)	0%	.	3%	?	.	.	2%

Of the compounds above, 3 contain a CF3 group:
SMILES	Pf growth 96h	CHX counter	Tb PYK inh	HCV inhibitor	Shiga inhibitor	LmPK inh	Pf growth 48h
O=C(NNC(=O)c1cc2cc(OC(F)(F)F)ccc2[nH]1)c1ccc(Cl)cc1	8%	-2	4%	-2%	-13	10%	3%
COc1ccccc1-c1nn2c(C(F)(F)F)nnc2s1	?	-1	-13%	-2%	-4	3%	8%
CN(CC(=O)Nc1ccc(Cl)c(C(F)(F)F)c1)C(=O)/C=C/c1cccs1	?	.	0%	-19%	.	.	?

The results go on.
SMILES	Pf growth 96h	CHX counter	Tb PYK inh	HCV inhibitor	Shiga inhibitor	LmPK inh	Pf growth 48h
O=C(NCCc1ccccc1)C1CCN(C2CCN(Cc3ccc(CO)o3)CC2)CC1	?	-3	0%	-22%	-6	9%	-2%
Cc1cc(=O)[nH]c(SCc2nc3ccccc3s2)n1	8%	16*	0%	5%	14	1%	-1%
COCCCn1c(=O)c2sccc2n2c(CCCC(=O)NCc3cccc(OC)c3)nnc12	?	-1	-7%&3%	9%	4	5%	?
COc1ccc(/C=C/C(=O)NCCNC(=O)c2ccccc2)cc1OC	-12%	-1	0%	11%	-10	-1%	-19%
O=C(Nc1cccc(Cl)c1)C1=Cc2cc(Cl)ccc2OC1	.	20	6%	?	49	-2%	-16%
CCOc1cc(C2C3=C(CCCC3=O)NC3=C2C(=O)CCC3)ccc1OCCO	58%[activator]	-4	-12%	-4%	-13	?	-5%
CSc1ccc(CN(C)C(=O)C2CCN(C(=O)Nc3ccccc3)CC2)cc1	7%	.	-14%	10µM*	.	.	?
O=c1ccc2[n+]([O-])c3ccc(O)cc3oc-2c1	4.7µM*	4	-23%	12%	31	?	1.9µM*
CC1(C)CCC[C@]2(C)[C@H]3CC(=O)O[C@]3(C)CC[C@@H]12	40%[activator]	-2&-4	-6%	15%	-17&-10	-2%	15%
O=C(c1ccncc1)c1ccc(NS(=O)(=O)c2ccc(Br)s2)cc1	-25%	-1	-5%	-11%	12	1%	19%
CCOc1ccc(N(CC(=O)N2CCN(c3ccc(F)cc3)CC2)S(=O)(=O)c2c(C)noc2C)cc1	?	-1	-5%	?	-4	4%	10µM*
O=C(C1=C[C@H](c2csc3ccccc23)C[C@H](OCc2ccc(CO)cc2)O1)N1CCN(Cc2ccccc2)CC1	9.3µM*	-3	2%	?	-11	6%	?
COc1ccc(/C=N/NC(=O)c2cccnc2)cc1CN1CCOCC1	21%	4	4%	9%	18	0%	14%
COc1ccc(/C=C/C(=O)Nc2cccc(S(=O)(=O)NC3=NCCCCC3)c2)cc1	90%[activator]	26*	-4%	?	74*	3%	56%[activator]
Cc1c(N/C(=N/S(=O)(=O)c2cc([N+](=O)[O-])ccc2Cl)c2ccccc2)c(=O)n(-c2ccccc2)n1C	0%	-3	3%	-5%	-3	6%	-5%
N#Cc1ccc(S(=O)(=O)N2CCN(CC(=O)Nc3ccccc3C(=O)NC3CC3)CC2)cc1	?	.	3%	?	.	.	-2%
CC(=O)Nc1ccc(CN2CCCC(C(=O)c3ccc(C(F)(F)F)cc3)C2)cc1 (stereo unspecified)	15%	2	-4%	?	-9	7%	?
Cn1/c(=N/N=C/c2ccc(N3CCOCC3)cc2)sc2ccccc21	85%[activator]	37*	1%	-1%	71*	7%	41%[activator]
O=C(NC(=S)NC1CCS(=O)(=O)C1)c1ccccc1Br (stereo unspecified)	5.9µM*	10	2%	19%	-15	-1%	-4%
CCC(C)NC(=O)COC(=O)c1oc2ccccc2c1CSc1ccc(Cl)cc1 (stereo unspecified)	20%	-2	-1%	3%	-10	2%	24%
Cc1cccc(C(=O)OC(C)C(=O)NC(=O)NC2CCCCC2)c1O (stereo unspecified)	2%	.	4%	34%[activator]	.	.	31%[activator]
Cn1c(Cc2c[nH]c3ccccc23)n[nH]c1=S	42%[activator]	-2	18µM*	6%	-4	-5%	.
COc1ccc(C(C)(C)C)cc1NC(=O)COC(=O)c1cc(SC)ccc1Cl	-13%	-3	1%	-26%	-4	0%	-6%
CCCCCC1CC1C(=O)N/N=C/c1ccc(N(C)C)cc1 (stereo unspecified)	136%[activator]	1	5%	-8%	20	-5%	5%
CC1CCN(C(=O)CSc2nc(=O)n3cc(Cl)ccc3n2)CC1	10%	.	-3%	16%	.	.	32%[activator]
O=c1cc(Cl)c2ccccc2n1-c1ccccc1	0%	-4	2%	4%	-8	-1%	-1%[0.00184 µM]
O=S(=O)(/C=C/c1ccccc1)N1CCN(c2nc(-c3ccccc3)nc3ccccc23)CC1	12µM*	5	-9%	?	-8	3%	?
CCN(CC(=O)NCc1ccc(F)cc1)C(=O)CCNS(=O)(=O)c1cccc(C)c1	-19%	.	0%	1%	.	.	?

Reformatted: 2 of the compounds above.
The line under a structure holds: Pf growth 96h, CHX counter, Tb PYK inh, HCV inhibitor, Shiga inhibitor, LmPK inh, Pf growth 48h
> COc1ccc(C(C)(C)C)cc1NC(=O)COC(=O)c1cc(SC)ccc1Cl
  -13%, -3, 1%, -26%, -4, 0%, -6%
> O=C(NC(=S)NC1CCS(=O)(=O)C1)c1ccccc1Br (stereo unspecified)
  5.9µM*, 10, 2%, 19%, -15, -1%, -4%

High-throughput results: PubChem, National Center for Advancing Translational Sciences (NCATS)
